Vif inh = inhibitors of HIV Vif. inhibition, % at 7.49 µM. HEK293T cells, Vif self-association by quenched fluorescence, imaging, 24 h. 340,000 tested, 0.35% active. AID 602346; in the data active = inhibition above about 50%, passing the limit was not always enough; also: some results filed as inactive read as strong as hits
ABCB6 inh MLPCN = blocks the human ABCB6 transporter | Q9NP58 | K562-ABCB6 porphyrin accumulation, flow cytometry, 1 h; stronger effect = lower value | fluorescence ratio to DMSO, % at 10 µM | 360,000 tested, 0.19% active;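 active = fluorescence ratio to DMSO below 75%, the collection mean minus 3 SD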;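 also: signal is porphyrin accumulated inside mitochondria; 100% equals median channel fluorescence of DMSO control wells; lower ratio means ABCB6 inhibition with less porphyrin fluorescence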
Granule exo inh = blocks lytic granule exocytosis | AID 651702 | inhibition, % at 10 µM | 360,000 tested, 0.66% active | TALL-104 LAMP-1 surface exposure, flow cytometry; cells stimulated with thapsigargin and PMA;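 active = inhibition above about 55%, limit read from the data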
MC4R antag cAMP = human MC4R antagonism in cAMP assay. MC4R-expressing cells, MTII-stimulated cAMP, LANCE TR-FRET. inhibition, % at 6.5 µM. 360,000 tested, 0.48% active;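 active = inhibition above its plate's cutoff, the mean of tested wells on that plate plus 3 SD, cut at about 29% in these data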;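 also: 0% = Melanotan II alone and 100% = Melanotan II plus saturating MCL0020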
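Material: human MC4R-expressing U2OS cells. Probe or stimulus: Melanotan II challenge. Dosing: 6.5 µM single dose. Times: 30-min compound, 1-h challenge, 1-h detection, room temperature. Technique: TR-FRET with Eu-cAMP and labeled anti-cAMP, 671 nm. Replication: singlicate.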
NOD2 RIPK2 PPI = inhibitors of human NOD2-RIPK2 interaction; inhibition, % at 4.98 µM; AID 624267; CHO BLA complementation NOD2-RIPK2, CCF4 ratio; O43353; 360,000 tested, 0.38% active; in the data active = inhibition above about 21%;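 also: 0% = vehicle only and 100% = reference blocker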
ABHD5 PLIN5 PPI = ABHD5-PLIN5 protein interaction inhibition; Q00G26+Q8WTS1; Split G. princeps luciferase complementation, luminescence, 4 h; inhibition, % at 4 µM; 360,000 tested, 0.78% active; AID 602281;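 active = inhibition above the mean inhibition across every tested compound plus 3 SD, cut at about 22% in these data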;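 also: 0% = DMSO only wells and the 100% control is not disclosed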
aDG glyco act = increases alpha dystroglycan glycosylation | Pro5-aDG cells, alpha-DG glycosylation AlphaScreen (IIH6); 0% Pro5, 100% B10-LARGE cell signal | activation, % at 10 µM | 360,000 tested, 0.22% active;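 active = activation of at least 8% versus controls, or a plate z-score of at least 8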;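 also: Pro5 are CHO cells carrying HIG-tagged alpha-DG that lacks glycosylation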
MC4R barr agon = agonists of human melanocortin 4 receptor (MC4R) beta-arrestin. P32245. U2OS MC4R beta-arrestin complementation, luminescence; percent of melanotan II response, DMSO zero. activation, % at 8.9 µM. 360,000 tested, 0.98% active. AID 540308;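 active = activation above a per-plate cutoff, the mean activation of sample wells on that plate plus 3 SD, cut at about 8% in these data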
TLR9-MyD88 inh = TLR9-MyD88 interaction inhibition. Q9NR96+Q99836. CHO BLA complementation TLR9-MyD88, CCF4 FRET ratio. inhibition, % at 4.98 µM. 340,000 tested, 0.21% active;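 active = inhibition above the mean over all tested compounds plus 3 SD, cut at about 21% in these data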;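 also: 0% = DMSO only wells and 100% = clavulanate BLA inhibitor control wells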
Target sequence (Q99836 whole entry, looked up): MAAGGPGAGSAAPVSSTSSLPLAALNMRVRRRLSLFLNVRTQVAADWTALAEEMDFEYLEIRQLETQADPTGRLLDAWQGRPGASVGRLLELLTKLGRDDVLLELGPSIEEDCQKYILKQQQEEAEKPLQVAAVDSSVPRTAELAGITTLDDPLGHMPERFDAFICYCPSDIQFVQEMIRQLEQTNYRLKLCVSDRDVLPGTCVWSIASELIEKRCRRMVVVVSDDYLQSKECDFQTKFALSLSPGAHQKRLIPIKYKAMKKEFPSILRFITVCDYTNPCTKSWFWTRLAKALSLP
Target sequence (Q9NR96 whole entry, looked up): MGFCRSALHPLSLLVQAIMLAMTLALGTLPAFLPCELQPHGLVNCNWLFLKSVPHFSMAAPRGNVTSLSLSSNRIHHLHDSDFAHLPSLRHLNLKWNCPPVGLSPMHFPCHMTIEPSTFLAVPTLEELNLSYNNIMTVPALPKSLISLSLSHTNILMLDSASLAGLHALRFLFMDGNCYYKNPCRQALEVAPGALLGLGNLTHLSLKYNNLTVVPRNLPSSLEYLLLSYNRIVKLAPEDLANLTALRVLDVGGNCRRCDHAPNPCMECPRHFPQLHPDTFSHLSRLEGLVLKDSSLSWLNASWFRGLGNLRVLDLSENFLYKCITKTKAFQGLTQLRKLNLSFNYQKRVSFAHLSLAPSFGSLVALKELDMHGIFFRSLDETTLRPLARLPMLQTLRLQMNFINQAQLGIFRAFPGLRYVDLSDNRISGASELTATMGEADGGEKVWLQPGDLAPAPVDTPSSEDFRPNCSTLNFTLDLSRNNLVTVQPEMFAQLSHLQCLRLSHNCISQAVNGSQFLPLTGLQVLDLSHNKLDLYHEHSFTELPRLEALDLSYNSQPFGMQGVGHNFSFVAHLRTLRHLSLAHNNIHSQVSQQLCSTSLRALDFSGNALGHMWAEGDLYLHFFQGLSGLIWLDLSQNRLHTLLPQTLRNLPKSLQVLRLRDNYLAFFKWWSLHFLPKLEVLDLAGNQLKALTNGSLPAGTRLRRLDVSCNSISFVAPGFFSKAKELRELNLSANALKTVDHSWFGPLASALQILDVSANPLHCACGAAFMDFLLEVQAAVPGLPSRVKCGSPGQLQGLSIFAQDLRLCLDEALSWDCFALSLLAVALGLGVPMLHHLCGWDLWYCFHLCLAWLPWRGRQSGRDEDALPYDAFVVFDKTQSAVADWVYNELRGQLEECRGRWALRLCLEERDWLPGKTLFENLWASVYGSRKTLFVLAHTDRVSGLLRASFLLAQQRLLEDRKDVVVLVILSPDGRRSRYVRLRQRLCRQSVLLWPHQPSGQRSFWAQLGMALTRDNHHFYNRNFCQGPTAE
N-glyco inh = blocks N-linked glycosylation in D54 reporter cells; D54 ERlucT glycosylation luciferase reporter, 24 h; percent of 100 nM tunicamycin response; reporter increase, % at 12.5 µM; 360,000 tested, 0.23% active; AID 588692;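 active = mean luciferase reporter signal, scaled so untreated is 0 and the glycosylation-blocking control 100, at or above a set limit in every replicate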;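 also: luciferase carries N-glycosylation sites so blocking glycosylation raises the light; 0% = median of neutral control wells and 100% = median of 100 nM tunicamycin wells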
Numbers without * were called inactive; x = not tested or not shown. Only part of the results is shown; rates above refer to the full screens.

Sequence of screens – Vif inh	ABCB6 inh MLPCN	Granule exo inh	MC4R antag cAMP	NOD2 RIPK2 PPI	ABHD5 PLIN5 PPI	aDG glyco act	MC4R barr agon	TLR9-MyD88 inh	N-glyco inh
1. C=CCNC(=O)C1CCN(S(=O)(=O)c2ccc3ccccc3c2)CC1
  1.2	107.0	0.3	9.8	-5.8	-1.5	-0.4	-0.8	-0.4	0.9
2. O=C(COC(=O)COc1ccccc1)Nc1ccc(S(=O)(=O)N2CCOCC2)cc1
  0.6	105.0	6.3	-1.4	-18.9	-0.7	-0.5	-0.8	3.9	1.2
3. CCOc1ccc(C(=O)COC(=O)CNC(=O)C2CCCCC2)cc1
  -7.0	99.0	0.3	10.2	1.0	4.7	-0.1	-3.3	-7.0	2.3
4. Cc1cc(=O)oc2cc(OCC(=O)N3CCN(c4ccccc4)CC3)ccc12
  15.6	94.0	-1.0	0.1	5.1	-1.1	0.6	0.2	3.0	1.7
5. Cc1ccc(C)c(C(=O)CCC(=O)N2CCN(c3cccc(C(F)(F)F)c3)CC2)c1
  4.2	101.0	-16.1	15.1	-5.0	-11.5	0.1	4.4	10.3	1.0
6. CS(=O)(=O)c1ccc(C(=O)OCC(=O)Nc2cccnc2Cl)cc1[N+](=O)[O-]
  15.6	104.0	-2.0	-6.1	14.4	10.7	0.0	-0.8	9.6	-3.6
7. CC(=O)Nc1cccc(C(=O)OCC(=O)NC(C)c2ccc(F)cc2)c1 (stereo not given)
  1.0	92.0	0.0	-3.5	-2.5	-0.5	0.0	0.3	0.6	0.0
8. Cc1cc(C)c2c(N)c(C(=O)Nc3ncc(C)s3)sc2n1
  0.9	93.0	-2.8	8.2	2.8	-6.7	2.7	-1.7	-5.9	-19.3
9. O=C1CC(c2ccco2)Sc2ccccc2N1 (stereo not given)
  0.5	98.0	-3.4	5.3	-6.2	1.1	-0.2	-1.1	3.9	0.6
10. COc1ccc(C/C(O)=C(\C#N)c2nc3ccccc3s2)cc1
  -6.8	96.0	5.6	2.5	-3.7	1.1	-0.1	-1.6	1.1	0.3

3 structures already listed, sorted by molecular weight, rising:
Sequence of screens – Vif inh	ABCB6 inh MLPCN	Granule exo inh	MC4R antag cAMP	NOD2 RIPK2 PPI	ABHD5 PLIN5 PPI	aDG glyco act	MC4R barr agon	TLR9-MyD88 inh	N-glyco inh
10. COc1ccc(C/C(O)=C(\C#N)c2nc3ccccc3s2)cc1
  -6.8	96.0	5.6	2.5	-3.7	1.1	-0.1	-1.6	1.1	0.3
3. CCOc1ccc(C(=O)COC(=O)CNC(=O)C2CCCCC2)cc1
  -7.0	99.0	0.3	10.2	1.0	4.7	-0.1	-3.3	-7.0	2.3
7. CC(=O)Nc1cccc(C(=O)OCC(=O)NC(C)c2ccc(F)cc2)c1 (stereo not given)
  1.0	92.0	0.0	-3.5	-2.5	-0.5	0.0	0.3	0.6	0.0

Continued:
Sequence of screens – Vif inh	ABCB6 inh MLPCN	Granule exo inh	MC4R antag cAMP	NOD2 RIPK2 PPI	ABHD5 PLIN5 PPI	aDG glyco act	MC4R barr agon	TLR9-MyD88 inh	N-glyco inh
11. CC[N+](C)(C)CCN(Cc1ccc(Cl)cc1)c1ccccn1
  11.8	99.0	-0.3	1.3	-6.8	2.5	0.1	-2.1	-10.2	-0.7
12. COC(=O)C1=C(C(=O)OC)[C@@H]2Nc3ccccc3[C@@]23C[C@@H](C(=O)OC)N(C(=O)CC(C)C)C3=N1
  1.5	94.0	-4.8	-0.1	-11.5	-6.6	0.0	-0.4	6.8	-0.9
13. Cc1cccc(C)c1NC(=O)CN(C)C(=O)CSCc1c(C)noc1C
  -5.5	96.0	-3.2	10.5	5.1	3.6	2.7	-3.8	-13.6	1.0
14. O=C1c2ccccc2C(=O)N1c1ccc(S(=O)(=O)N2CCN(c3ccccc3)CC2)cc1
  x	93.0	0.3	4.0	3.4	6.8	-0.1	1.3	-4.4	0.4
15. CCOc1nc2cnccc2n(CC(=O)Nc2ccccc2F)c1=O
  1.8	95.0	22.3	7.0	5.4	5.5	0.2	-2.0	-16.2	2.6
16. OCC1(Cc2ccccc2)CCCN(Cc2cn[nH]c2-c2ccccc2)C1 (stereo not given)
  -11.9	100.0	0.0	23.6	-6.6	-0.1	0.3	2.2	-10.4	1.1
17. CCCCNC(=O)c1onc(CSc2cccc(OC)c2)c1C(=O)NCCCC
  -6.5	97.0	-6.2	7.2	-1.0	-1.6	0.1	1.7	-3.2	-2.4
18. Oc1cc(Br)ccc1C=Nc1ccc(N2CCCCC2)cc1
  -3.8	100.0	64.8*	9.9	-14.0	-11.1	-0.2	-0.4	3.0	6.1
19. O=C(Nc1ccc(N2CCOCC2)c(Cl)c1)c1cc2ccccc2o1
  91.6*	101.0	3.9	0.8	-6.4	0.7	0.0	0.1	-0.6	-6.4
20. CCN1CCN(CCCNC(=O)CNC(=O)c2nn(-c3ccc(OC)cc3)c(=O)c3ccccc23)CC1
  9.0	102.0	-2.0	0.2	-9.6	1.7	0.0	0.5	6.0	1.9
21. CC(=O)NS(=O)(=O)c1ccc(NC(=S)NC(=O)Cc2ccccc2)cc1
  3.4	97.0	0.2	5.4	0.1	0.8	0.1	-1.9	-1.7	0.6
22. Cc1nn(Cc2ccccc2Cl)c(C)c1C(=O)NCC(c1cccs1)N1CCOCC1 (stereo not given)
  3.1	84.0	9.9	3.8	2.2	-4.2	-0.1	-2.1	10.6	-1.1
23. Cc1ccc(C(O)c2ncc(-c3ccc(F)cc3)[nH]2)c(C)c1 (stereo not given)
  x	97.0	-4.1	-2.1	-3.6	-8.4	0.0	0.7	x	-0.3
24. CCC(C)NC(=O)CSc1nc2cc(S(=O)(=O)N3CCOCC3)ccc2n1CC (stereo not given)
  -3.5	101.0	-3.1	9.1	-8.7	5.4	-0.1	-1.5	-11.0	0.2
25. CCOC(=O)c1c(SCC(=O)Nc2nc(C)cs2)nc(=O)[nH]c1C
  -2.4	97.0	2.8	10.2	-6.4	-1.8	1.2	-2.4	-25.6	2.2
26. O=C1/C(=C/c2ccccc2)SC(=S)N1C1CCS(=O)(=O)C1 (stereo not given)
  7.8	98.0	-1.9	-2.7	-2.2	-1.1	-0.1	1.2	-10.5	-0.8
27. COc1ccc2cc(CCOC3CCCCO3)ncc2c1 (stereo not given)
  -3.4	82.0	-4.8	-2.8	-10.5	0.0	-0.2	0.4	-3.8	-13.9
28. Cc1ccc(Nc2ncnc(-n3cccc3)n2)cc1Cl
  -2.6	104.0	-9.7	-6.5	1.6	7.5	-0.2	1.6	-3.1	1.3
29. COc1cccc(COC(=O)C(Cc2ccccc2)NC(=O)c2ccco2)c1 (stereo not given)
  x	x	11.5	18.3	14.2	1.0	-0.4	-0.9	8.6	4.2
30. c1ccc(COc2ncnc3c2ncn3CCCNCC2CCCO2)cc1 (stereo not given)
  7.9	98.0	-2.3	3.4	7.9	6.2	0.2	0.8	5.6	-1.8
31. NC(=O)C1CCN(C(=O)C2CC(=O)N(c3ccc(F)cc3)C2)CC1 (stereo not given)
  0.4	98.0	2.3	6.6	-13.3	6.3	0.0	-2.3	-15.1	5.9
32. COc1ccc(Cn2ccc(=O)c(Cc3c(Cl)cccc3Cl)c2C)cc1
  x	92.0	4.4	0.6	-12.0	4.5	0.1	-1.0	6.4	-2.7
33. OCC1OC(Oc2c(Br)cc(Br)cc2Br)C(O)C(O)C1O (stereo not given)
  9.7	133.0	2.6	9.2	-3.3	-3.0	0.2	-0.4	9.9	-0.8
34. CC1(C)Cc2c(c(-c3ccccc3)[nH]c(=O)c2C#N)CS1
  0.1	82.0	2.2	-0.7	-12.5	1.8	0.6	-0.4	-2.6	0.9
35. CC[C@]12c3[nH]c4cc(CCC(=O)N(C)C)ccc4c3CCN1C(=O)[C@@H](CC(=O)NCCc1ccccn1)C[C@@H]2C(=O)N1CCN(C(=O)c2ccco2)CC1
  x	99.0	-3.4	-1.2	-8.0	4.8	-0.2	3.1	-6.7	2.2
36. CCOC(=O)c1c(NC(C)=O)sc2c1CCC(C=NCCCN(CC)CC)=C2Sc1ccccc1
  -17.2	89.0	21.6	-7.5	3.1	48.3*	0.6	-0.6	4.8	2.0
37. COC(=O)CN(c1cc(Cl)ccc1OC)S(=O)(=O)c1ccc(C)cc1
  -0.9	89.0	3.5	-2.9	0.4	-4.8	0.1	0.4	-2.3	7.1
38. CC(C(=O)NCC1(c2ccccc2)CCCC1)N1CCOCC1 (stereo not given)
  -3.9	60.0*	-1.6	-1.0	-0.2	-3.3	0.3	-1.5	5.7	1.8
39. COc1ccc(C2CC(=O)N(CC(=O)NCC3CCCO3)c3ccccc3S2)cc1OC (stereo not given)
  -17.1	107.0	-10.8	1.3	8.9	0.8	-0.1	-2.5	1.9	0.9
40. COc1cc(/C=N/NC(=O)c2nnn(-c3nonc3N)c2C)ccc1OCc1ccc(Cl)cc1
  45.2	101.0	-2.9	8.3	-0.4	5.1	-0.5	1.9	-1.7	-6.5
41. CCOC(=O)c1c(C)[nH]c(C)c1S(=O)(=O)N(C)CC(=O)Nc1cccc(C)n1
  1.0	91.0	-4.9	-1.2	-5.7	-5.5	-0.2	-2.0	-3.6	0.8
42. Cn1ccc(NC(=O)c2ccc(Cl)cc2)n1
  -1.4	101.0	-2.9	5.1	-2.0	1.0	0.0	-2.6	-19.4	-1.7
43. O=C(Nc1nn[nH]n1)c1cccc(Oc2ccccc2)c1
  15.5	97.0	-0.7	1.9	-8.6	-1.4	0.3	-0.3	-5.0	3.9
44. O=C(Nc1cccnc1)c1sc(Nc2ccccc2F)nc1-c1ccccc1
  0.9	99.0	-0.8	2.1	-2.8	1.3	-0.6	-0.9	-16.0	-0.5

Compounds shown so far that contain two or more sulfur atoms, in the order listed:
Sequence of screens – Vif inh	ABCB6 inh MLPCN	Granule exo inh	MC4R antag cAMP	NOD2 RIPK2 PPI	ABHD5 PLIN5 PPI	aDG glyco act	MC4R barr agon	TLR9-MyD88 inh	N-glyco inh
8. Cc1cc(C)c2c(N)c(C(=O)Nc3ncc(C)s3)sc2n1
  0.9	93.0	-2.8	8.2	2.8	-6.7	2.7	-1.7	-5.9	-19.3
21. CC(=O)NS(=O)(=O)c1ccc(NC(=S)NC(=O)Cc2ccccc2)cc1
  3.4	97.0	0.2	5.4	0.1	0.8	0.1	-1.9	-1.7	0.6
24. CCC(C)NC(=O)CSc1nc2cc(S(=O)(=O)N3CCOCC3)ccc2n1CC (stereo not given)
  -3.5	101.0	-3.1	9.1	-8.7	5.4	-0.1	-1.5	-11.0	0.2
25. CCOC(=O)c1c(SCC(=O)Nc2nc(C)cs2)nc(=O)[nH]c1C
  -2.4	97.0	2.8	10.2	-6.4	-1.8	1.2	-2.4	-25.6	2.2
26. O=C1/C(=C/c2ccccc2)SC(=S)N1C1CCS(=O)(=O)C1 (stereo not given)
  7.8	98.0	-1.9	-2.7	-2.2	-1.1	-0.1	1.2	-10.5	-0.8
36. CCOC(=O)c1c(NC(C)=O)sc2c1CCC(C=NCCCN(CC)CC)=C2Sc1ccccc1
  -17.2	89.0	21.6	-7.5	3.1	48.3*	0.6	-0.6	4.8	2.0
